# PMI act: activators of human phosphomannose isomerase. P34949. purified human PMI, coupled resazurin fluorescence, 20 min; hits give high values; 1 = vehicle control, 0 substrate-free wells. activation factor at 20 µM. 0.005% of 190,000 active. AID 1214;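 active means activation factor of 2 or more at 20 µM, relative to plate controls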
# Diaphorase inh: inhibits diaphorase or chemically oxidizes, flagging diaphorase assay artifacts; diaphorase resazurin-to-resorufin fluorescence, NADH, 16 min; bacterial (C. kluyveri) enzyme, not human; AID 1217; 0.69% of 190,000 active; inhibition, % at 20 µM;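 active means primary screen inhibition at 20 µM above a set limit, cut at about 50% in these data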;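 further: plate controls were DMSO with full reaction for no effect and wells lacking NADH for full effect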
#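 controls = No-NADH positive control and DMSO neutral control | system = Clostridium kluyveri diaphorase enzyme | timing = reaction incubation of 16 min at room temperature | signal = resorufin fluorescence 544/590 nm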
# Diaph act CS: diaphorase activation or chemical reduction counter-screen; Diaphorase/resazurin coupled assay, resorufin fluorescence, 16 min; hits give high values; 1 = vehicle wells, 0 = NADH-free wells; activation factor at 20 µM; 0.005% of 190,000 active; AID 1229;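 active means diaphorase activity raised at least twofold by the compound at 20 µM; inactive means activation factor below 2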
#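 test system = bacterial diaphorase enzyme (C. kluyveri) | quantity = enzyme 0.07 U/mL final | reagent = NADH substrate 0.114 mM plus resazurin dye 0.1 mM, final | incubation = 16 min enzyme reaction, ambient temperature | buffer or medium = HEPES pH 7.4 buffer with MgCl2 and Tween 20 | signal = fluorescence of resorufin, 544 nm excitation, 590 nm emission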
# Lmaj promast: inhibitors of Leishmania major promastigote growth | Leishmania major promastigotes, resazurin fluorescence viability | inhibition, % at 10 µM | 9% of 200,000 active;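 further: promastigotes grown with compound for 44 hours at 28 °C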
# G6PDH CS: counter-screen for G6PDH assay hits: L. mesenteroides G6PDH inhibition | Purified L. mesenteroides G6PDH, diaphorase/resazurin coupled fluorescence, 45 min | inhibition, % at 5 µM | 0.12% of 200,000 active | AID 1020
# Hsp70 act: switches on Hsp70 transcription; HeLa Hsp70 promoter luciferase reporter, luminescence; scaled: vehicle 0, proteasome-inhibitor control 100%; activation, % at 10 µM; 0.04% of 200,000 active; AID 1203;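 active means activation above the mean across all tested compounds plus 3 SD, cutoff set per campaign, cut at about 5.5% in these data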;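 further: 100% = MG132 at 30 µM as the positive control and 0% = DMSO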
# RAM network inh: inhibitors of the yeast RAM network; S. cerevisiae dse1pr::URA3 reporter, 5-FOA growth OD615, 2 d; analog-sensitive cbk1-as2 kinase mutant strain; inhibition, % at 50 µM; 1.8% of 190,000 active; AID 868;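 active means inhibition above a set limit, 3 SD over mean compound inhibition, cut at about 8.4% in these data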;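 further: 0% = DMSO-only wells with no growth and 100% = 10 µM 1-NA-PP1 full growth; inhibition rescues growth on 5-FOA so higher OD means more RAM inhibition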
# DTT redox prof: compounds producing H2O2 with reducing agent – biochemical, NIH compound library profiling, artefact control for MLSCN library redox annotation, primary screen; DTT-dependent redox cycling H2O2, phenol red/HRP absorbance; 100% = 100 µM peroxide control, 0% = buffer; activation, % at 10 µM; 0.03% of 200,000 active;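 active means activation of at least 50% relative to the plate's high and low controls in the primary single-dose screen; inactive means activation below 50%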;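 further: compound incubated with DTT at 0.8 mM final as the reducing agent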
# S1P3 antag: S1P3 (human) receptor antagonism | CHO S1P3 NFAT-BLA reporter, FRET fluorescence, antagonist mode | inhibition, % at 4.98 µM | 0.27% of 170,000 active | AID 485;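 active means inhibition above the plate cutoff, the mean inhibition of test wells on that plate plus 3 SD, cut at about 28% in these data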;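 further: cells challenged with S1P at its EC80 of 0.8 µM; blue over green emission ratio from cleaved BLA substrate after 4 h stimulation; 0% = S1P-stimulated wells and 100% = unstimulated DMSO-only wells; some compounds past the cut are filed as inactive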
# TLR4 MyD88 comp: blocks binding of human TLR4 to MyD88; AID 861; HeLa CL3-4 TLR4/MyD88 BLA complementation, FRET ratio; 0.18% of 200,000 active; inhibition, % at 8.4 µM; in the data active means inhibition above about 25%;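 further: 0% = vehicle and 100% = reference inhibitor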
# Target sequence (O00206 whole entry, looked up): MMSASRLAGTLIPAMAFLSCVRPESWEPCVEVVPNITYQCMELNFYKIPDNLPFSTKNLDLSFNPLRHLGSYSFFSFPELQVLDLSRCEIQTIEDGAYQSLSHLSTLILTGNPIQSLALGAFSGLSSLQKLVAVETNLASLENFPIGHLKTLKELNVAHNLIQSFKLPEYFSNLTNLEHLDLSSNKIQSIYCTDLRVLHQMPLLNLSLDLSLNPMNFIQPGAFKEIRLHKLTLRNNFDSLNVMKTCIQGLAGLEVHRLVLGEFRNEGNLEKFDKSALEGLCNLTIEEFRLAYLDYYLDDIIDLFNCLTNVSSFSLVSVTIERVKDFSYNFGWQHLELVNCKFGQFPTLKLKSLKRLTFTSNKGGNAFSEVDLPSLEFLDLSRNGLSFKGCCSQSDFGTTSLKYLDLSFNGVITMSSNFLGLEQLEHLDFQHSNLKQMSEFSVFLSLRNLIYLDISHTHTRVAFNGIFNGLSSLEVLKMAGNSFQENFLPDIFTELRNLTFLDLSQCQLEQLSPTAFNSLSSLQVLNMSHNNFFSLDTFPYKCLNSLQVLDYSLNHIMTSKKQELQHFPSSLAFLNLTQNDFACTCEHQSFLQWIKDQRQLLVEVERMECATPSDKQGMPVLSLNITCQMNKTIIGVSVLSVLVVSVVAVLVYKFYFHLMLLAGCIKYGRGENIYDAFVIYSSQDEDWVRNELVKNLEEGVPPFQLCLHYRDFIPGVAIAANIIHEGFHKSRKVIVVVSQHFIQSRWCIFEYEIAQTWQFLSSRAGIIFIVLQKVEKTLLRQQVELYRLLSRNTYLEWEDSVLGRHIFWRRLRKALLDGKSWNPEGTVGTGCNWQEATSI
# Target sequence (Q99836 whole entry, looked up): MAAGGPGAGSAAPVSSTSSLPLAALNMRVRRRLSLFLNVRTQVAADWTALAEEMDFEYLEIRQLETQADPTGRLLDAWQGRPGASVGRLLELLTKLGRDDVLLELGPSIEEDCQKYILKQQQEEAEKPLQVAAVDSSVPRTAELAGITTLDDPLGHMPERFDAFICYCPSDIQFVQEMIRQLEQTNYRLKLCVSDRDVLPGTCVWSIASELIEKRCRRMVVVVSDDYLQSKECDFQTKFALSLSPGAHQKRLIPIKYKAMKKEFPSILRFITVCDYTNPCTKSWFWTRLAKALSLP
# PMI act hi M6P: increases human PMI activity with near-saturating mannose 6-phosphate | P34949 | 0.34% of 190,000 active | coupled PMI enzyme assay, resazurin fluorescence, 20 min; hits give high values; 1 = untreated enzyme, 0 = substrate-free blank | activation factor at 20 µM;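 active means activation factor of 2 or more at 20 µM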
#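 Test system: human phosphomannose isomerase with PGI, G6PDH, diaphorase coupling enzymes; amount: 15 ng/mL PMI; incubation: enzyme reaction with compound 20 min at room temperature; technique: resorufin fluorescence (Ex 544/Em 590 nm) from resazurin via diaphorase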
# * hit, by the source's call; x = no result given. Unless noted, no stated cut-off is given here; in the data, active means inhibition above about 50%; inactive means the rest.
SMILES,PMI act,Diaphorase inh,Diaph act CS,Lmaj promast,G6PDH CS,Hsp70 act,RAM network inh,DTT redox prof,S1P3 antag,TLR4 MyD88 comp,PMI act hi M6P
COc1cc(C(=O)O)cc(Br)c1OC1CCCC1,1,8,0.9,-8,13,-0.1,0.0,0.0,-12,-6,1
O=C(NCc1ccc2c(c1)OCO2)c1cccc(S(=O)(=O)N2CCCCC2)c1,1,4,1,4,6,0.1,4.1,0.3,18,6,1
Cc1ccc(N=C(NO)c2nonc2N)cc1,0.9,3,1,-4,4,0.1,-0.2,0.2,x,-3,1
CN(C(=O)c1ccc2c(c1)OCO2)C1(C(=O)NC2CCCCC2)CCCCC1,0.9,14,0.9,11,11,-0.4,-0.1,-0.2,x,7,0.9
CC(C)c1ccc(NC(=O)COC(=O)/C=C/c2cccc([N+](=O)[O-])c2)cc1,1,8,0.9,-1,-8,-0.2,8.0,0.5,0,6,1
Cc1ccc(CC(=O)Nc2ccc([N+](=O)[O-])cc2C)cc1,1,-15,1.1,17,5,-0.3,2.5,-0.6,14,-6,1
COc1cc(C(=O)N2CCN(c3cccc(C)c3C)CC2)cc(OC)c1OC,1,15,0.8,3,14,0.3,0.3,-0.4,20,10,1
COc1cccc(C(=O)CSc2nnc(CNS(C)(=O)=O)n2-c2ccc(C)cc2)c1,1,23,0.8,-6,2,-0.3,-0.3,0.5,-31,1,1.1
O=C(CSCc1ccc(Cl)cc1)N/N=C/c1ccccc1,0.9,16,0.8,9,-2,-0.6,-0.4,0.1,x,-11,1
COC(=O)c1ccc(CNC(=O)COC(=O)CCC2CCCC2)cc1,0.8,11,0.9,-9,12,-0.2,0.2,0.6,-2,1,0.9
C=CCn1c2ccccc2c2nnc(SCc3[nH]c(=O)[nH]c3C(=O)CCCCC(=O)OCC)nc21,0.8,18,0.8,5,-11,-0.3,2.3,0.7,-9,-9,0.9
CCN(CC)CCn1c(=N)n(CC(O)c2ccc(OC)c(OC)c2)c2ccccc21 (stereo not drawn),1,-3,1,-5,13,1.1,1.6,-0.3,-11,4,1
Cc1nnc(SCC(=O)Nc2ncc3c(n2)CC(c2ccccc2)CC3=O)s1 (stereo not drawn),1,21,0.8,1,-1,0.1,3.7,0.3,x,-13,1
O=C(c1ccco1)N1CCN(C(=O)c2cnn3c2NC(c2cccs2)CC3C(F)(F)F)CC1 (stereo not drawn),1,10,0.9,45,-7,-0.2,-0.5,7.3,5,-5,1
CCOC(=O)N1CCC(NC(=O)CSc2cc(=O)n(CC)c3ccccc23)CC1,1,22,0.8,3,-2,-0.3,1.3,1.2,x,-11,1
CCCCNC(=O)c1onc(CSc2cccc(C)c2)c1C(=O)O,1.1,10,0.9,-9,3,-0.2,0.6,-4.3,x,7,1.1
CCSc1ccc(-c2nn(-c3ccccc3)cc2/C=C(/C#N)C(=O)NCCCOC)cc1,0.9,14,0.9,5,-18,-0.4,17*,1.1,5,12,1
O=C1c2ccccc2C(=O)N1SC1CCCCC1,1,7,0.9,-1,6,-0.2,-1.3,2.0,-40,1,1
CCN1CCN(Cc2nc3c(c(=O)n(C)c(=O)n3C)n2CCc2ccccc2)CC1,1,8,0.9,4,13,0.0,0.1,-0.2,-9,7,1
CCOC(=O)c1c(C)nc2sc3c(=O)n(-c4ccc(OC)cc4)nnc3c2c1-c1ccc(OC)cc1,0.9,24,0.8,32,8,-0.1,0.8,-6.2,x,-5,0.8
O=C(NCCCNC(=O)c1ccco1)c1ccco1,0.9,14,0.9,-4,7,-0.1,-0.6,-1.0,-8,-5,0.9
O=C(NNC(=S)NC(=O)c1cn(-c2ccccc2)nc1-c1ccccc1)c1ccncc1,1.2,35,0.6,55*,-2,0.5,1.9,0.6,0,5,1.2
CC(=O)CC(=O)Nc1ccccc1NC(C)=O,1,-8,1.1,-7,-4,-0.2,0.0,0.9,-12,5,1
CCc1ccc(OCCNC(=O)c2ccccc2SCc2ccc(F)cc2)cc1,0.8,26,0.7,-2,2,-0.4,7.4,0.2,x,-19,0.8
CCN1CCN(CC(O)COCC2COc3ccccc3O2)CC1 (stereo not drawn),1.2,9,0.9,-2,20,-0.3,0.4,-2.1,-22,7,1

# Part of the list above, limited to Diaphorase inh, S1P3 antag and Lmaj promast:
SMILES,Diaphorase inh,S1P3 antag,Lmaj promast
Cc1ccc(CC(=O)Nc2ccc([N+](=O)[O-])cc2C)cc1,-15,14,17
CCOC(=O)c1c(C)nc2sc3c(=O)n(-c4ccc(OC)cc4)nnc3c2c1-c1ccc(OC)cc1,24,x,32
COC(=O)c1ccc(CNC(=O)COC(=O)CCC2CCCC2)cc1,11,-2,-9

# Compounds above that contain a nitro group on carbon (2):
SMILES,PMI act,Diaphorase inh,Diaph act CS,Lmaj promast,G6PDH CS,Hsp70 act,RAM network inh,DTT redox prof,S1P3 antag,TLR4 MyD88 comp,PMI act hi M6P
CC(C)c1ccc(NC(=O)COC(=O)/C=C/c2cccc([N+](=O)[O-])c2)cc1,1,8,0.9,-1,-8,-0.2,8.0,0.5,0,6,1
Cc1ccc(CC(=O)Nc2ccc([N+](=O)[O-])cc2C)cc1,1,-15,1.1,17,5,-0.3,2.5,-0.6,14,-6,1

# Continuation.
SMILES,PMI act,Diaphorase inh,Diaph act CS,Lmaj promast,G6PDH CS,Hsp70 act,RAM network inh,DTT redox prof,S1P3 antag,TLR4 MyD88 comp,PMI act hi M6P
C[C@@H]1NC(=O)c2cc([N+](=O)[O-])cc(I)c2OCC[C@@H](C(N)=O)NC(=O)[C@H](CCC(=O)O)NC1=O,1.1,37,0.6,-7,7,-0.3,1.1,0.3,-16,-13,1.1
NS(=O)(=O)c1ccc(CCNc2cc(=O)n(Cc3ccc(F)cc3)c(=O)[nH]2)cc1,0.9,24,0.8,-6,1,-0.2,0.0,-3.0,2,7,0.9
CC(/C=N\NC(=O)c1cc(C)oc1C)=C\c1ccccc1,1,15,0.9,8,-12,0.1,2.1,0.0,-2,-7,1
Cc1nn2c3ccccc3nc2n(C)c1=O,1,16,0.8,-5,0,-0.2,0.1,-0.7,-31,5,0.9
CC(C)N1CCC2(CC1)N=C(c1ccc3c(c1)OCO3)CC(c1cc(Cl)ccc1O)N2 (stereo not drawn),0.8,20,0.8,100*,-50,0.3,0.3,-3.0,10,10,0.8
O=C(NC1CC1)C1CCN(C2CCN(C(=O)CCOc3ccccc3)CC2)CC1,1,-13,1.1,13,16,-0.3,0.9,-1.3,6,7,1
COc1ccccc1C(c1nnnn1CCc1ccccc1)N1CCN(c2ccccc2)CC1 (stereo not drawn),1,20,0.8,14,0,-0.5,1.6,1.8,-20,4,0.9
O=C(Cn1c(NCCCO)nc2ccccc21)c1cccc(Br)c1,1,12,0.9,9,1,0.0,1.1,3.6,-14,-2,1
Nc1ccc2oc(-c3cc(Br)ccc3Cl)nc2c1,0.8,29,0.7,6,6,-0.6,2.4,0.5,x,2,0.5
CCn1cc(C(=O)O)c(=O)c2cc(F)c(N3CCN(S(=O)(=O)c4ccc(Br)cc4)CC3)cc21,0.8,26,0.7,6,-35,-0.1,3.6,0.4,-13,-11,0.9
O=C(c1nc2ncccn2n1)N1CCN(c2ccccc2)CC1,0.9,4,1,90*,3,0.0,2.8,2.2,11,4,1
CCC1CCC(C(=O)NC(C(=O)Nc2ccc3c(c2)OCCO3)C(C)C)CC1 (stereo not drawn),1,4,1,1,4,-0.1,0.2,0.0,x,9,1.1
CC(=O)Nc1ccc(Oc2ccc3nc(C)[nH]c3c2)cc1,1,-2,1,11,1,-0.2,2.5,0.1,x,10,1.1
CC1CCCCC1NC(=O)Cn1nc(-c2ccccc2)ccc1=O (stereo not drawn),0.8,16,0.8,-2,6,-0.2,1.0,-1.9,-13,-9,0.8
Cc1ccc(C)c(S(=O)(=O)N2C(=S)NC(=O)C2C(C)C)c1 (stereo not drawn),1,1,1,-5,7,-0.4,0.8,0.2,x,-5,1
Cc1[nH]c2ccccc2c1C(=O)CN1CCN(C/C=C/c2ccccc2)CC1,1.1,-6,1.1,83*,-3,0.2,-0.1,-3.3,x,-4,1
CC(C)C(=O)Nc1ccc([N+](=O)[O-])cc1Br,1,13,0.9,-5,5,-0.3,1.3,0.9,17,0,1
C=CCNC(=O)Nc1ccc(Br)cc1Cl,1,-4,1,-4,2,-0.4,1.7,0.2,-17,0,0.9
Cc1cc([N+](=O)[O-])nn1CCCC(=O)NCc1ccccc1,1,1,1,39,9,0.0,0.4,0.1,-6,-14,1.1
Cn1c2ccc(CC(=O)O)cc2c2cc(CC(=O)O)ccc21,1,26,0.7,0,-6,-0.1,4.0,-1.0,14,-5,0.9
Cc1ccccc1OCCN1C(=O)c2ccccc2C1=O,1,12,0.9,-8,-5,-0.1,-0.8,2.6,2,-12,1
COCCNC(=O)CCSc1nc(-c2ccc(OC)cc2)cc(C(F)(F)F)n1,1,13,0.9,1,1,-0.3,5.8,0.3,x,-5,1
CC(C)CC(=O)N=C1SC2CS(=O)(=O)CC2N1Cc1ccccc1 (stereo not drawn),1,20,0.8,-4,3,0.0,1.1,-0.1,-6,0,0.7
CCOC(=O)c1cnc(-n2nc(C)cc2C)nc1Nc1ccc2c(c1)OCO2,1,-11,1.1,x,5,x,x,x,-17,x,1.1
Fc1ccc(-c2cc(C(F)(F)F)nc(NCC3CCCO3)n2)cc1 (stereo not drawn),0.9,7,0.9,14,-5,-0.6,1.8,-1.0,32,5,0.9
# The list continues.
SMILES,PMI act,Diaphorase inh,Diaph act CS,Lmaj promast,G6PDH CS,Hsp70 act,RAM network inh,DTT redox prof,S1P3 antag,TLR4 MyD88 comp,PMI act hi M6P
CCCCN(C(=O)c1cc2ccccc2o1)c1c(N)n(CCC)c(=O)[nH]c1=O,1,3,1,-4,10,-0.2,1.4,0.0,0,1,1
CC1(C)CC(=O)C(N=Nc2cc3c(cc2[N+](=O)[O-])OCCO3)=C(O)C1,1.1,10,0.9,-8,5,0.2,9.5*,-0.1,2,2,0.9
O=C(O)Cc1cn(Cc2ccc(F)cc2)c2ccccc12,1.1,8,0.9,-11,2,0.0,-1.3,0.2,1,7,1.1
Fc1ccccc1Cn1cnc(NC(=S)NCCc2ccccc2)n1,1,18,0.8,-3,18,-0.3,6.4,4.8,11,5,1
Cc1cccc(C)c1NC(=O)c1ccc(CN2CCc3ccccc3C2)cc1,1,-1,1,74*,7,-0.2,1.0,0.4,x,7,1
Cc1ccnc(NS(=O)(=O)c2ccc(N=CC3=C(O)CC(C)(C)CC3=O)cc2)n1,1,5,1,-3,2,-0.1,2.9,0.8,-19,4,1

# Bioassay records from PubChem BioAssay.
